# Screening data: PubChem BioAssay, National Center for Advancing Translational Sciences (NCATS)
# Pol kappa inh = inhibitors of human DNA polymerase kappa; Q9UBT6; purified Pol kappa, fluorescent DNA synthesis assay, 10 min; Potency, µM (titrated, usually from 107 µM), for inactives: top-dose activity, negative = inhibition, usual class: inhibitors; 400,000 tested, 0.53% active; AID 588579; further: potency means the concentration at half of the fitted maximal effect; on the % scale 0 is the no-effect control and ±100 the full control effect
# Target sequence (Q9UBT6 whole entry, looked up): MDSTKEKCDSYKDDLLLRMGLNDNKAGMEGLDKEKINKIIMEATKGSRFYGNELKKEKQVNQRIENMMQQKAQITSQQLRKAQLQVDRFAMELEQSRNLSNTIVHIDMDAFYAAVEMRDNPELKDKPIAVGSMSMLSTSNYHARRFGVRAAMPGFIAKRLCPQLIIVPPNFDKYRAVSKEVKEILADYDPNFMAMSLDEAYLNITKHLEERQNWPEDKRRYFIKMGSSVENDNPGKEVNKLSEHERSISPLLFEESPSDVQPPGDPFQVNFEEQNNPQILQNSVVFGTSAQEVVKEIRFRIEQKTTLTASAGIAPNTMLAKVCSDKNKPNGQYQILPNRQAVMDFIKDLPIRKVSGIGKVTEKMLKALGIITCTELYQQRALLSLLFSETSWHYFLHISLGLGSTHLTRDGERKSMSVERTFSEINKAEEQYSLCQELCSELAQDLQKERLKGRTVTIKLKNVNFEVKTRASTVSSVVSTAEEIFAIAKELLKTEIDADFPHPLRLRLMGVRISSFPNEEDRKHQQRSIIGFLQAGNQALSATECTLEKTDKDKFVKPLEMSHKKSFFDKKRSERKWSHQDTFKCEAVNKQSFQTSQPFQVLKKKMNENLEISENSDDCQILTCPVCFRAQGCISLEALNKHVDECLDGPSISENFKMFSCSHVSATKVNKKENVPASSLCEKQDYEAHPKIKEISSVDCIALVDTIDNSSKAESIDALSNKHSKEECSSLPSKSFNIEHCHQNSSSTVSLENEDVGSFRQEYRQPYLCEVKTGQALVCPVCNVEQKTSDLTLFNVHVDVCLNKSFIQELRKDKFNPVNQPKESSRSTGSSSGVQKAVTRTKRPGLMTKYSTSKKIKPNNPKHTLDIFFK
#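 Inhibition of 10 nM Pol kappa is measured by a fluorescent read-out at 0 and 10 min following addition of 50 nM substrate (final), with a 15-min room-temperature compound preincubation.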
# Pol beta inh = DNA polymerase beta (human) inhibition; Potency, µM (highest dose often 114 µM), for the others: at the highest dose activity change, negative = inhibition, hits mostly inhibitors; P06746; Pol beta primer extension/strand displacement, fluorescence kinetic; 340,000 tested, 1.3% active; AID 485314; further: potency means the concentration at half of the fitted maximal effect; on the % scale 0 is the no-effect control and ±100 the full control effect
#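 Pol beta (10 nM) was preincubated with compound for 15 min at room temperature. The reaction was then started with 50 nM substrate and read immediately and after a further 10 min at room temperature.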
# Glioma ERSR ind = ER stress response induction in glioma; U87-MG GRP78 promoter luciferase reporter, 16 h; Potency, µM, for inactives: at the highest dose activation, hits mostly activators; 420,000 tested, 0.02% active; AID 602332; further: potency means the concentration at half of the fitted maximal effect; series mostly up to about 76 µM; % of control where 0% means no effect; nearly all actives have a fitted effect of over 35% in size
#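 Stably transfected U87-MG glioma cells carrying a GRP78-based luciferase sensor; 16 h compound incubation. Luminescence end-point read 10 min after Bright-Glo addition at room temperature.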
# Pol iota inh = DNA polymerase iota (human) inhibition. Q9UNA4. Pol iota fluorescent replication assay, 10 min. Potency, µM (series often up to 115 µM), inactives show top-dose activity, negative = inhibition, most hits filed as inhibitors. 390,000 tested, 1% active. AID 588590; further: potency means the concentration at half of the fitted maximal effect
#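 Pol iota at 10 nM preincubated 15 min with compounds at room temperature; reaction started with fluorescent substrate, 50 nM final. Fluorescence read kinetically at 0 and 10 min; buffer-only wells as negative control.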
# Anesthetic bind = candidate novel general anesthetic via apoferritin binding | P02791 | apoferritin/1-aminoanthracene competitive binding, fluorescence | Potency, µM (highest dose often 77.5 µM), for the others: at the top dose activity change, negative = displacement, hits mostly inhibitors | 350,000 tested, 0.074% active; further: potency means the concentration at half of the fitted maximal effect; on the % scale 0 is the no-effect control and ±100 the full control effect; nearly all actives have a fitted effect of over 20% in size
# Target sequence (P02791 2-175 limits assumed): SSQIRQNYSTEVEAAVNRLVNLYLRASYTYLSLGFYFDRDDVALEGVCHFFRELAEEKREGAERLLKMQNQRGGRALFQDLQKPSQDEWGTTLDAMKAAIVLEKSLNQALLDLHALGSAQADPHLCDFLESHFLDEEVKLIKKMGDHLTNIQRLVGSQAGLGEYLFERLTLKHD
#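 Horse-spleen apoferritin (10 uM) in 50% saturated 1-aminoanthracene in PBS was incubated 10 min at room temperature with compound. Fluorescence (ex 380, em 535 nm) was normalized to free and bound 1-AMA, with concentration-response fitted by a four-parameter Hill equation.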
# LDHA block = LDHA (human) enzyme inhibition. purified LDHA, NADH/diaphorase-resazurin fluorescence; active compounds read low. activity change, % (values are at about 110 or 230 µM). 480,000 tested, 0.15% active. AID 1347041; in the data active means activity change below about -30%; inconclusive means mostly about -25% to -30%;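 further: plate controls were DMSO wells for no effect and wells without enzyme for full effect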
#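 Human LDH5 (2 nM) was incubated with 0.06 mM NADH and 0.2 mM pyruvate for 5 min at room temperature in Tris pH 7.4. Remaining NADH was coupled through diaphorase/resazurin, and resorufin fluorescence was read at 0 and 20 min.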
# POLH inh = inhibitors of human DNA polymerase eta; 390,000 tested, 1.2% active; recombinant Pol eta, fluorescent DNA replication assay; Potency, µM (top dose mostly 114 µM), for the others: at the highest dose activity change, negative = inhibition, hits mostly inhibitors; Q9Y253; further: potency means the concentration at half of the fitted maximal effect; on the % scale 0 is the no-effect control and ±100 the full control effect
#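 Pol eta at 10 nM preincubated with compounds 15 min at room temperature; reaction started with fluorescent substrate (50 nM final) and read kinetically at 0 and 10 min.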
# BLM helicase inh = blocks DNA unwinding by human BLM helicase; 350,000 tested, 0.2% active; AID 2528; P54132; recombinant BLM DNA unwinding, fluorescence dequenching; Potency, µM (doses to about 56.1 µM), for inactives: at the highest dose activity change, negative = inhibition, hits mostly inhibitors;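 further: potency means the concentration at half of the fitted maximal effect; plate controls were vehicle for no effect and no enzyme for full effect; nearly all actives have a fitted effect of over 35% in size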
# APEX1 inh = blocks human APE1 abasic DNA cleavage; P27695; AID 2517; recombinant APE1, TAMRA/BHQ-2 abasic DNA cleavage fluorescence; Potency, µM (series often up to 65.8 µM), inactives show top-dose activity change, negative = inhibition, usual class: inhibitors; 350,000 tested, 0.35% active;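 further: potency means the concentration at half of the fitted maximal effect; plate controls were vehicle for no effect and reference inhibitor for full effect; nearly all actives have a fitted effect of over 55% in size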
#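 APE1 at 0.75 nM final was preincubated with compound 15 min at room temperature, then 50 nM double-stranded THF abasic-site substrate (5'-TAMRA/3'-BHQ-2) was added. Fluorescence (ex 525/em 598 nm) was read kinetically; third-minus-first read gave activity.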
# The depositor's hits bear a star; ? = inconclusive; nt = not tested or not shown; & = joins results of further samples; [ ] = dose if it differs, or a comment. Unless noted, the call rests on the fitted dose curve; in most records, active means well fitted curve in the direction sought with a large enough effect; inconclusive means small, poorly fitted or top-dose-only effect, or another doubt; inactive means no such curve, though single readings can be large; an effect the other way counts as inactive or inconclusive.
SMILES,Pol kappa inh,Pol beta inh,Glioma ERSR ind,Pol iota inh,Anesthetic bind,LDHA block,POLH inh,BLM helicase inh,APEX1 inh
COc1ccc(NC(=O)Cn2c(=O)oc3ccccc32)cc1,3%,27%&37%,-3%&-3%,24%&6%,-7%&2%,0&-8,26%&-8%,-3%&4%,-2%
COc1ccc(CCNC(=O)C(CCC(N)=O)NS(=O)(=O)c2ccc(Cl)cc2)cc1OC (configuration not stated),-7%,-1%,-4%,27%,-9%,5,3%,-1%,3%
O=C(O)c1cccnc1Sc1ncnc2sc3c(c12)CCC3,-3%,31%,-2%,30%,7%,-5,-15%,-1%,10%
Cc1cccc(C(=O)Oc2cccc3c(O)cccc23)c1,-3%,?,0%,43%[activator],?,-3,-8%,-8%,-20%
COc1ccc(Cl)cc1C(=O)Nn1c(-c2cccs2)nc2ccccc2c1=O,-5%,30%,-3%,-1%,-4%,-5,-13%,0%,?
CC(C)COC(=O)/C(C#N)=C\c1ccc(-c2ccccc2Cl)o1,?,7%,2%,?,-9%,-5,-9%,-1%,nt
COC(=O)C(Cc1c[nH]c2ccccc12)NC(=O)C(C)C (configuration not stated),4%,49%,-3%,19%,-5%,-4,-5%,-2%,0%
COc1ccc(CCNC(=O)CCn2c(=O)[nH]c3cc(OC)c(OC)cc3c2=O)cc1OC,-6%,-10%,-6%,21%,-6%,7,-10%,3%,4%
CC(=O)Oc1ccccc1C1=NN(C(=O)/C=C/c2ccccc2)C(c2ccccc2)C1 (configuration not stated),-5%,-2%,0%,-9%,-4%,4,-15%,-2%,-7%
CC(C)CCOc1cccc(C2c3c(oc4ccccc4c3=O)C(=O)N2CCCN2CCOCC2)c1 (configuration not stated),-9%,nt,-4%,-13%,nt,-8,-15%,nt,nt
CNCCCOc1ccc(C(C)(C)c2ccccc2)cc1,nt,23%,nt,nt,?,nt,nt,4%,9%
Cn1c(CNC(=O)c2ccccc2F)nnc1SCc1ccc(Cl)cc1,14%,33%,0%,24%,-9%,4,-15%,-2%,-13%
CC(C)C(=O)N1CCN(CCN2C(=O)c3cccc4cccc(c34)C2=O)CC1,4%[60.1 µM],89µM*,-2%,13%,-8%,-4,-22%,6%,32%
O=C(NCCOC(=O)c1ccccc1C(=O)OCCNC(=O)c1cccnc1)c1cccnc1,-1%,-16%,-3%,3%,-3%,-2,-5%,3%,1%
COc1cccc2cc(-c3nnc(SCC(=O)NCCc4ccccc4)n3C)oc12,2%,9%,-4%,?,-5%,-1,-9%,4%,17%
NC(=O)[C@@H]1CCOc2c(F)cc([N+](=O)[O-])cc2C(=O)N[C@@H](CO)C(=O)NCC(=O)N1,-14%,1%,-2%,17%,-1%,1,-18%,-4%,?
CCOC(=O)c1nnn(-c2nonc2N)c1-c1ccc(Br)cc1,-2%,2%,-3%,12%,-11%,-15,3%,-3%,-8%
Cc1ccc(Sc2c(C)nn(C(=O)COc3ccccc3)c2C)cc1,-11%,2%,-2%,-7%,-23%,-8,-11%,-5%,nt
CCCCc1nc2ccccc2n1CC(=O)NN,-12%,45%,-5%,4%,-1%,-6,-11%,1%,-4%
CCOC(=O)c1c(NC(=O)CN2CCOCC2)sc2c1CC(C)(C)OC2,-20%,9%,-7%,29%,?,-5,-4%,-6%,16%
Cc1cc(NC(=O)CSC2=NS(=O)(=O)c3ccccc3N2)no1,-5%,nt,-3%,36%[activator],nt,-5,0%,nt,1%
CCn1cc(CN2N=C(C)CC2c2ccccc2)c(C)n1 (configuration not stated),-3%,6%,-3%,?,-7%,-10,-12%,-8%,-5%
COc1ccccc1N1CCN(c2ncnc3c2cnn3-c2ccc(C)cc2)CC1,-3%[60.1 µM],19%,-7%,2%,-9%,-3,-11%,-1%,nt
Cc1cc(C)cc(NS(=O)(=O)c2c(C(=O)N3CCOCC3)c(C)n(C)c2C)c1,-11%,23%,-4%,60%[activator],-5%,-1,-13%,-4%,5%
O=P(OCC1CC1)(c1ccccc1)c1ccccc1,-2%,6%,-4%,25%,1%,-4,-5%,1%,25%
Cc1ccc(C)c(S(=O)(=O)c2nnn3c2nc(NC(C)C)c2sccc23)c1,-10%,-2%,-5%,3%,-8%,-10,-14%,-4%,nt
Nc1c(C(=O)NCCc2ccc(Cl)cc2)sc2ccc(S(=O)(=O)N3CCCCC3)cc12,nt,6%,nt,nt,121%[activator],nt,nt,-6%,5%
Cc1ccc(SCCC(=O)N(C)CC(=O)Nc2c(C)cccc2C)cc1,-20%,13%,-5%,24%,-13%,-6,-15%,-8%,8%
Cc1ccc(/C=C2/C(=O)ON=C2c2ccccc2)o1,22µM*,-7%,-4%,4µM*,8%,2,35µM*,-6%,2%
CC(=O)c1cccc(NC(=O)COc2nsnc2N2CCOCC2)c1,6%,0%,-2%,6%,-10%,4,-12%,-13%,13%

# 9 entries already listed, sorted by molar mass, smallest number first.
SMILES,Pol kappa inh,Pol beta inh,Glioma ERSR ind,Pol iota inh,Anesthetic bind,LDHA block,POLH inh,BLM helicase inh,APEX1 inh
COC(=O)C(Cc1c[nH]c2ccccc12)NC(=O)C(C)C (configuration not stated),4%,49%,-3%,19%,-5%,-4,-5%,-2%,0%
O=C(O)c1cccnc1Sc1ncnc2sc3c(c12)CCC3,-3%,31%,-2%,30%,7%,-5,-15%,-1%,10%
Cc1ccc(Sc2c(C)nn(C(=O)COc3ccccc3)c2C)cc1,-11%,2%,-2%,-7%,-23%,-8,-11%,-5%,nt
CCOC(=O)c1nnn(-c2nonc2N)c1-c1ccc(Br)cc1,-2%,2%,-3%,12%,-11%,-15,3%,-3%,-8%
COc1ccccc1N1CCN(c2ncnc3c2cnn3-c2ccc(C)cc2)CC1,-3%[60.1 µM],19%,-7%,2%,-9%,-3,-11%,-1%,nt
Cc1ccc(C)c(S(=O)(=O)c2nnn3c2nc(NC(C)C)c2sccc23)c1,-10%,-2%,-5%,3%,-8%,-10,-14%,-4%,nt
CC(=O)Oc1ccccc1C1=NN(C(=O)/C=C/c2ccccc2)C(c2ccccc2)C1 (configuration not stated),-5%,-2%,0%,-9%,-4%,4,-15%,-2%,-7%
COc1ccc(Cl)cc1C(=O)Nn1c(-c2cccs2)nc2ccccc2c1=O,-5%,30%,-3%,-1%,-4%,-5,-13%,0%,?
NC(=O)[C@@H]1CCOc2c(F)cc([N+](=O)[O-])cc2C(=O)N[C@@H](CO)C(=O)NCC(=O)N1,-14%,1%,-2%,17%,-1%,1,-18%,-4%,?

# (continued)
SMILES,Pol kappa inh,Pol beta inh,Glioma ERSR ind,Pol iota inh,Anesthetic bind,LDHA block,POLH inh,BLM helicase inh,APEX1 inh
Cc1oc(-c2ccc(Cl)cc2)cc1C(=O)O,1%,-2%,-4%,7%,1%,-2,-10%,1%,5%
COc1cccc(C2Oc3ccccc3C3CC(c4cccs4)=NN32)c1 (configuration not stated),-5%,25%,15%,32%[activator],-7%,-4,-15%,-6%,13%
Cc1nc2nc(CSc3nc4ccccc4s3)cc(=O)n2[nH]1,-6%,7%,-2%,1%,-13%,-14,11%,1%,-1%
COC(=O)c1ccc(OCC(O)CN2CCOCC2)cc1 (configuration not stated),4%,-1%,-6%,26%,-14%,0,-6%,-1%,18%
COc1ccc(-c2cc(-c3ccccc3)nc(Cl)n2)cc1OC,-8%,8%,-1%,-2%,5%,0,-5%,-3%,3%
Cc1ccc(NC(=O)CCS(=O)(=O)c2cc(Br)cc3c2N(C(=O)C2CC2)CC3)cc1,-3%,-24%,-1%,3%,24%,1,-10%,-4%,nt
Cc1cnc(CNc2nc(-c3cccnc3)nc3ccccc23)cn1,-3%[60.1 µM],nt,-2%,nt,-2%,nt,nt,-8%,-2%
Cc1cc(NC(=O)CN2C(=O)NC(C)(c3ccccc3Cl)C2=O)no1 (configuration not stated),-16%,nt,-2%,-10%,nt,-5,-12%,nt,44%
COc1ccccc1Nc1c2c(nc3ccc(NC(=O)c4ccc(N(C)C)cc4)cc13)CCCC2,-5%,0%,-5%,10%,69%[activator],2,-14%,-4%,nt
CCc1ccc(NC(=O)CSc2nc3ccccc3c(=O)n2CCCN2CCC(C)CC2)cc1,-9%,-1%,-11%,42%[activator],-8%,-5,-7%,1%,-1%
Cc1ccc(CCN2CC(C(=O)NCCCN3CCN(C)CC3)CC2=O)cc1 (configuration not stated),0%,-14%,-4%,6%,-2%,-2,-9%,-3%,-4%
COc1ccccc1CNC(=O)COC(=O)c1cccc(S(=O)(=O)N2CCCCC2)c1,-10%,0%,7%,63%[activator],?,0,-3%,-5%,12%
CC1CCN(C(=O)COC(=O)c2ccc3c(c2)OCCO3)CC1,-9%,nt,4%,16%,nt,-3,-10%,nt,20%
O=C(NCC1(N2CCCCC2)CCCCC1)c1ccc(S(=O)(=O)N2CCCC2)cc1,-7%,33%,-1%,35%[activator],-1%,-8,-1%,0%,4%
CCc1ccc(N2CC(C(=O)N3CCCCCC3)CC2=O)cc1 (configuration not stated),10%,2%,-2%,-6%,-11%,-3,-17%,-1%,6%
Cc1ccc(OCCCCCN2CCOCC2)c(Cl)c1,-2%,nt,6%,31%[activator],nt,-20,10%,nt,nt
Cc1ccc(CNn2cnnc2SCc2ccc(F)cc2)cc1,-22%,0%,0%,-1%,?,-2,-18%,1%,1%
O=C(c1ccc(C(F)(F)F)cc1)N1CCC(=O)N(C(COCc2ccccc2)Cc2ccccc2)CC1 (configuration not stated),-9%,-3%,-4%,-11%,?,-4,-6%,-17%,?

# Only part of the results is shown. The share of hits here may be higher or lower than overall.
